GAA glycogen: inhibitors or activators of human alpha-glucosidase glycogen cleavage; recombinant GAA, glycogen substrate, Amplex Red glucose oxidase fluorescence; Potency, µM (highest dose often 76.4 µM), without a hit: at the highest dose activity change, negative = inhibition, hits mostly inhibitors; 300,000 compounds, 0.38% hits; active = well fitted inhibition curve with a large enough effect; inconclusive = small, poorly fitted or top-dose-only effect, or another doubt; inactive = no such curve, though single readings can be large or run the other way;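 also: 0% = full enzyme reaction and -100% = no-enzyme basal signal; the screen sought inhibitors and activators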
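Recombinant enzyme (4 nM final) with compounds titrated up to 77 uM and bovine liver glycogen (30 ug) in citrate pH 5.0, 0.01% Tween-20, 37 C 40 min. Released glucose detected by Amplex Red/glucose oxidase (Ex 573/Em 610); AC50 from Hill fits.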
* hit, by the source's call; ? = inconclusive; [ ] = dose if it differs, or a comment. Potency is read from the fitted curve at half-maximal effect. The list is partial (hit frequency here may not be typical).

SMILES	GAA glycogen
COc1cccc(CN(C)C(=O)C23CC4CC(CC(NC(C)=O)(C4)C2)C3)c1OC	2%[76.3 µM]
Cc1ccc(CC(=O)Nc2cc(C)on2)cc1	-5%
Cc1cc(C)cc(OCC(O)CN2CC(C)OC(C)C2)c1 (centres undefined)	-4%[76.3 µM]
CN(Cc1c(C(=O)N/N=C/c2ccccc2F)nnn1-c1nonc1N)c1ccccc1	-19%[76.3 µM]
COc1ccc2oc(C(=O)N3CCN(S(=O)(=O)c4cccc([N+](=O)[O-])c4)CC3)c(C)c2c1	0%[76.3 µM]
COc1ccc(CCC(C)N2CCOCC2)cc1 (centres undefined)	-5%[76.3 µM]
O=C(c1c[nH]c(C(=O)C(Cl)(Cl)Cl)c1)c1ccc(F)cc1F	3%
CC1CCC2(CC1)NC(=O)N(CC(=O)c1ccc(Cl)s1)C2=O (centres undefined)	-3%[76.3 µM]
O=C(Nc1cc([N+](=O)[O-])ccc1N1CCCC1)c1cccs1	0%[76.3 µM]
CSc1ncccc1C(=O)Nc1nccs1	3%
COC(CN(C)C(=O)c1ccc(CS(=O)(=O)c2ccccc2C)o1)OC	-2%
Cc1ccc(S(=O)(=O)N2Cc3ccccc3CC2C(=O)NC(C)(C)C)cc1 (centres undefined)	3%[76.3 µM]
Cc1cc(S(=O)(=O)N2CCN(c3ccccn3)CC2)ccc1F	-25%[76.3 µM]
O=C(NCCCNC(=O)c1c(F)cccc1F)c1c(F)cccc1F	4%
CCOc1ccc(NC(=O)CN(C)C(=O)c2ccncc2)cc1OCC	3%[76.3 µM]
COC(=O)C1C(=O)C(C(=O)c2ccc([N+](=O)[O-])cc2)C(=O)CC1(C)C (centres undefined)	-9%[76.3 µM]
O=C(O)CC1COc2ccccc2N1S(=O)(=O)c1ccc(Br)cc1 (centres undefined)	-1%
CC(=O)NCCc1nc2cc(NC(=O)c3ccccc3C)ccc2n1C	2%[76.3 µM]
COc1ccc(CCN2CC(C(=O)NC3CCOCC3)CCC2=O)cc1 (centres undefined)	1%[76.3 µM]
Cc1ccc(NC(=O)COC(=O)COc2cccc3c2OC(C)(C)C3)cc1C	-9%[76.3 µM]
Cc1cc(-c2ccc(Cl)cc2)c2cnn(C(C)C)c2n1	-1%
CCc1ccccc1N(C(=O)CNC(=O)c1ccco1)C(C(=O)NC1CCCC1)c1cccnc1 (centres undefined)	1%
CC(C)c1ccc(CNc2ncc(Br)cn2)cc1	1%
CCc1ccc(Nc2nc(C)cc(C)n2)cc1	-8%[76.3 µM]
COc1ccccc1CC(=O)NNC(=O)c1ccco1	-15%

Next structures
SMILES	GAA glycogen
O=C1[C@H]2[C@@H](c3ccc(Cl)cc3)N3C(=O)N(c4cccc(F)c4)C(=O)[C@@]3(Cc3ccc(Cl)cc3)[C@H]2C(=O)N1C1CCCCC1	6%[76.3 µM]
CCOC(=O)Cc1csc(NC(=O)c2cccc([N+](=O)[O-])c2)n1	4%
COc1ccc(S(=O)(=O)NCC2CCC(C(=O)O)CC2)cc1 (centres undefined)	4%
CN(C(=O)C1CCC(=O)N(CCc2ccc(Cl)cc2)C1)C1CCOCC1 (centres undefined)	-5%[76.3 µM]
Cc1[nH][nH]c(=O)c1C(c1ccc(F)cc1)c1c(C)[nH][nH]c1=O	?
COc1ccccc1NC(=O)c1cc2c(CO)cnc(C)c2oc1=Nc1ccccc1	-6%
CCOc1ccccc1N1CC(C(=O)Nc2cc(Cl)ccc2C)CC1=O (centres undefined)	-2%[76.3 µM]
Cc1c(Cl)cccc1NC(=S)NCCc1ccc(Cl)cc1	2%[76.3 µM]
OCCNc1nc(N2CCCCC2)nc2ccccc12	2%[76.3 µM]
COn1c(=O)c(-c2cccc(Br)c2)[n+]([O-])c2ccccc21	-6%[76.3 µM]
COc1cc(NC(=O)c2cc(-c3ccc(C)cc3)on2)cc(OC)c1OC	-8%[76.3 µM]
CCCc1nnc(SCC(=O)Nc2ccccc2F)o1	6%
Cc1cc(=O)oc2cc(NC(=O)C(CCCN=C(N)N)NC(=O)OCc3ccccc3)ccc12 (centres undefined)	8%
COC(=O)c1cccc(CSC(=S)N2CCCC2)c1	5%
COCCCC1CCN(C(=O)C2CCC(=O)N(Cc3ccccc3F)C2)CC1 (centres undefined)	-6%[76.3 µM]
COc1ccccc1C1CCN(Cc2cccc(C(=O)N3CCC(O)CC3)c2)CC1	0%
Cn1ccnc1SCC(=O)c1cccc(C(F)(F)F)c1	4%
Cc1cc(C)n(CCC(=O)N2CCN(S(=O)(=O)c3ccc(C)c(C)c3)CC2)n1	-6%
O=C(NCCCCNC(=O)c1cccnc1Cl)c1cccnc1Cl	3%[76.3 µM]
CC(C)CNC(=S)N(CCN(C)C)Cc1cc2cc3c(cc2[nH]c1=O)OCO3	-4%[76.3 µM]
CC(=O)c1cccc(NC(=O)/C(=C\c2cccnc2)NC(=O)c2ccc(C)cc2)c1	-6%
Cc1cc(C)c(S(=O)(=O)N(C)CC(=O)NCCCn2ccnc2)c(C)c1	1%
OCCN1CCN(c2ncnc3sc4c(c23)CCCC4)CC1	-12%[76.3 µM]
Cc1ccc(C(=O)O)c(C(=O)Nc2nc3ccccc3s2)c1	0%
COc1ccc(CNC(=O)Cn2ccc3cc(S(=O)(=O)N4CCCC4)ccc32)cc1OC	-6%[76.3 µM]

(next part)
SMILES	GAA glycogen
CCc1cc(=O)oc2c3c(cc(OCC(=O)NCc4ccncc4)c12)OC(C)(C)CC3	0%[76.3 µM]
CCOC(=O)N1CCN(C(=S)NC(=O)/C=C/c2ccc(C)cc2)CC1	1%[76.3 µM]
CC(=O)c1ccc2noc(-c3cccc(F)c3)c2c1	4%
CCOc1ccc(-c2nc(CSCC(=O)NC3CC3)c(C)o2)cc1	-5%[76.3 µM]
Cc1c(Cl)cccc1NC(=O)CCN1CCC(C(N)=O)CC1	-6%[76.3 µM]
CCOc1cccc(N(C(=O)CNC(=O)c2ccco2)C(C(=O)NCC2CCCO2)c2ccccc2)c1 (centres undefined)	-1%
COc1ccc(CNC(=O)CSc2nnc(NC(=O)C3CC3)s2)cc1	12%
CC(O)CNc1nc2c(c(=O)n(Cc3cccc(Cl)c3)c(=O)n2C)n1C (centres undefined)	-2%[76.3 µM]
O=C(CNCCc1ccccc1)Nc1ccc(C(=O)N2CCCCC2)cc1	-4%
CC(=O)Nc1ccc(NCc2ccc(C)s2)cc1	-15%[76.3 µM]
O=C(Nc1cccc(O)c1)C1CC(c2ccc(Cl)cc2)=NO1 (centres undefined)	-6%[76.3 µM]
COc1ccc(C(=O)Nc2ccnn2C2CCN(C(=O)c3cccnc3)CC2)cc1	-10%[76.3 µM]
COc1ccc(O)c(/C=N/N2CCCCC2)c1	-5%
COc1ccccc1/C=C/CN1CCC(Oc2ccc(C(=O)N3CCCCC3)cc2)CC1	4%[76.3 µM]
COc1ccc(NC(=O)Nc2c(C)n(C)n(-c3ccccc3)c2=O)cc1OC	-10%[76.3 µM]
COc1ccc(NC(=O)CN2CCN(CC(=O)Nc3ccccc3OC)CC2)c(OC)c1	-25%
COc1ccc(N(CC(=O)N2CCN(Cc3ccccc3)CC2)S(C)(=O)=O)cc1OC	12%[76.3 µM]
C=CCOC(=O)c1ccc(N2CCN(c3ccccc3)CC2)nc1	1%
CC(C)CCNC(=O)C1CC(=O)N(CCc2ccccc2)C1 (centres undefined)	-23%
CN1CCC(N(CCc2ccccc2)C(=O)CCC(=O)O)CC1	-7%[76.3 µM]
Cc1ccc(C(=O)NCCCc2ccccc2)c(Cl)c1	-1%[76.3 µM]
Cc1ccc(S(=O)(=O)NCCC(=O)Nc2cc(S(=O)(=O)N(C)C)ccc2C)cc1C	7%
O=C(NCC(F)(F)F)c1nn(Cc2ccccc2)c(=O)c2ccccc12	2%[76.3 µM]
O=C(c1ccco1)N1CCN(S(=O)(=O)c2cc(Cl)ccc2Cl)CC1	6%[76.3 µM]
CC(=O)Nc1nnc(SCC(=O)NC2CCCC2)s1	-3%[76.3 µM]

5 records picked at random from the list so far, as already listed:
SMILES	GAA glycogen
O=C(Nc1cccc(O)c1)C1CC(c2ccc(Cl)cc2)=NO1 (centres undefined)	-6%[76.3 µM]
CCOC(=O)N1CCN(C(=S)NC(=O)/C=C/c2ccc(C)cc2)CC1	1%[76.3 µM]
Cc1c(Cl)cccc1NC(=O)CCN1CCC(C(N)=O)CC1	-6%[76.3 µM]
COc1ccc(N(CC(=O)N2CCN(Cc3ccccc3)CC2)S(C)(=O)=O)cc1OC	12%[76.3 µM]
Cc1ccc(C(=O)NCCCc2ccccc2)c(Cl)c1	-1%[76.3 µM]

(listing goes on)
SMILES	GAA glycogen
O=C(O)c1ccccc1/C=N/NC(=O)C1CCCC1	-2%[76.3 µM]
Cc1ccc2[nH]cc(S(=O)(=O)c3ccc(F)cc3)c(=O)c2c1	0%
Cc1ccc(CN2CCN(/N=C/c3ccc(O)c(O)c3)CC2)cc1	13%[76.3 µM]
O=C(c1ccc(OC2CCN(Cc3ccccc3O)CC2)cc1)N1CCCCC1	-10%[76.3 µM]
O=C1c2cccc([N+](=O)[O-])c2C(=O)N1C1CCCCC1	9%[76.3 µM]
C=CCc1c(C)nc2c(-c3ccccc3)cnn2c1N1CCOCC1	5%
CCOc1ccccc1NC(=O)Nc1ccsc1C(=O)OC	-1%[76.3 µM]
CC(=O)N1c2ccc(S(=O)(=O)N3CCCC3C(=O)Nc3cccc(F)c3)cc2CC1C (centres undefined)	-3%[76.3 µM]
CCCC1CCC(c2ccc(OCC)cc2)=CC1=O (centres undefined)	14%[76.3 µM]
Cc1cccc(N2C(=O)N3[C@H](c4ccc(Br)cc4)[C@@H]4C(=O)N(C(C)(C)C)C(=O)[C@@H]4[C@]3(Cc3ccc(Cl)cc3)C2=O)c1	9%[76.3 µM]
Cc1nc2c(-c3ccc(F)cc3)cnn2c(N)c1-c1ccc(F)cc1	-14%
OC(CN1CCOCC1)Cn1cnc2ccccc21 (centres undefined)	0%
Cc1cccc(C(=O)N2CCC(N3CCC(C(=O)N4CCOCC4)CC3)CC2)c1	6%[76.3 µM]
Cc1nc2nc(SCC(=O)NCCCN3CCCC3)nn2c(C)c1Cc1ccccc1Cl	1%
Cc1ccccc1NS(=O)(=O)c1cc2c(cc1C)NC(=O)CO2	16%[76.3 µM]
Cc1cc(C)nc(SC/C=C/c2ccccc2)n1	-16%[76.3 µM]
COc1ccccc1N1CCN(/N=C/c2cc(Br)ccc2F)CC1	-7%[76.3 µM]
COc1ccc(Cl)cc1NS(=O)(=O)c1cc(Br)cnc1N	-13%[76.3 µM]
O=C(c1cnc(Cl)c(Cl)c1)N1CCN(S(=O)(=O)c2ccc(F)cc2)CC1	1%
CC1CCc2c(sc(NC(=O)CCC(=O)O)c2C(=O)NC2CC2)C1 (centres undefined)	2%[76.3 µM]
Cc1cccc(C)c1N(CC(=O)N(C)Cc1ccccc1)S(C)(=O)=O	0%[76.3 µM]
Cc1cccc(CCNC(=O)c2oc3c(C)c(C)ccc3c2C)n1	-3%[76.3 µM]
COc1cc2c(cc1OC)C(C)N(CCN1C(=O)c3ccccc3C1=O)CC2 (centres undefined)	2%
CC(C)c1ccc2oc(=O)cc(CN3CCN(Cc4ccccc4)CC3)c2c1	1%
CCOC(=O)C1CCN(C(=O)c2ccc3c(c2)S(=O)(=O)c2ccccc2C3=O)CC1	-18%

Following part:
SMILES	GAA glycogen
O=C(Nc1ccc(C(=O)O)cc1)/C(=C\c1ccccc1)NC(=O)c1ccco1	11%
Cc1ccc(C(=O)NCCNC(=O)COc2ccccc2Cl)cn1	-8%[76.3 µM]
O=C(NC1CCCCC1)c1cccnc1Sc1ccccc1Cl	9%
CCOc1ccc(S(=O)(=O)N2CCC(C(=O)N3CCN(c4ccccc4F)CC3)CC2)cc1C	6%[76.3 µM]
O=C(Nc1nncs1)C12CC3CC(CC(Cl)(C3)C1)C2	0%
CC1CCCCC1NC(=O)C1CCN(c2c3c(nc4ncnn24)CCC3)CC1 (centres undefined)	-29%[76.3 µM]
CN(C(=O)CSc1nncn1-c1ccccc1)c1ccccc1	-12%[76.3 µM]
COc1ccc(NC(=O)CCNC(=O)Cn2cnc3ccccc3c2=O)cc1OC	2%[76.3 µM]
Oc1ccccc1N1CCN(c2ccc3ccccc3n2)CC1	3%
COc1cccc(N2CC(C(=O)Nc3nnc(SCC(=O)NC4CCCC4)s3)CC2=O)c1 (centres undefined)	-8%[76.3 µM]
CCCC(=O)Nc1ccc(NCc2ccc(C)s2)cc1	3%[76.3 µM]
CCOc1ccc(Nc2ccc3nonc3c2[N+](=O)[O-])cc1	-1%
CC(C)(C)OC(=O)NCc1ccc(CNC(=O)c2[nH]cnc2C(=O)N[C@@H](Cc2ccccc2)C(=O)OCc2ccccc2)cc1	-8%[76.3 µM]
Cc1sc2ncn(CC(=O)N3CCC(C(N)=O)CC3)c(=O)c2c1S(=O)(=O)N1CC(C)CC(C)C1 (centres undefined)	6%
CCOc1ccc(NC(=O)CCNC(=O)C2CCN(S(=O)(=O)c3ccccc3)CC2)cc1	-7%[76.3 µM]
CC1CCN(S(=O)(=O)c2cccc(C(=O)N3CCN(c4ccc(F)cc4)CC3)c2)CC1	-8%[76.3 µM]

Among those listed so far, these have bromine:
SMILES	GAA glycogen
O=C(O)CC1COc2ccccc2N1S(=O)(=O)c1ccc(Br)cc1 (centres undefined)	-1%
CC(C)c1ccc(CNc2ncc(Br)cn2)cc1	1%
COn1c(=O)c(-c2cccc(Br)c2)[n+]([O-])c2ccccc21	-6%[76.3 µM]
Cc1cccc(N2C(=O)N3[C@H](c4ccc(Br)cc4)[C@@H]4C(=O)N(C(C)(C)C)C(=O)[C@@H]4[C@]3(Cc3ccc(Cl)cc3)C2=O)c1	9%[76.3 µM]
COc1ccccc1N1CCN(/N=C/c2cc(Br)ccc2F)CC1	-7%[76.3 µM]
COc1ccc(Cl)cc1NS(=O)(=O)c1cc(Br)cnc1N	-13%[76.3 µM]
